# Source: PubChem BioAssay
# GLS inh = inhibitors of human glutaminase (GLS). Potency, µM (titrated, usually from 45.5 µM), for inactives: at the highest dose activity change, negative = inhibition, usual class: inhibitors. 410,000 compounds, 0.21% hits. GLS enzymatic activity, qHTS titration. O94925; also: potency is read from the fitted curve at half-maximal effect; % is scaled to controls: 0 for no effect and ±100 for the full control effect
#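 Coupled fluorescence readout: glutamate oxidase/HRP/Amplex Red detect glutamate formed by hKGA from L-glutamine (1 mM solution added). Buffer 45 mM KH2PO4 pH 8.2, 0.02% Tween-20; reads at t0 and 30 min RT.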
# HP1b chromo inh = inhibitors of HP1-beta chromodomain binding to methylated histone tails; AlphaScreen HP1-beta / biotin-H3K9me3 peptide binding; P83916; 390,000 compounds, 0.56% hits; Potency, µM (highest dose often 114 µM), for the others: at the highest dose activity change, negative = inhibition, hits mostly inhibitors; also: potency is read from the fitted curve at half-maximal effect; nearly all actives have a fitted effect of over 70% in size; inactives centre near 23
#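 Compound inhibition of the preformed complex between 50 nM HP1-beta and 50 nM biotinylated H3K9me3 peptide was read by AlphaScreen. Buffer was PBS pH 7.4 with 0.01% Tween-20. Incubations ran 30 min at room temperature, with 10 ug/mL donor/acceptor beads.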
# Pol eta inh = blocks human DNA polymerase eta activity | 390,000 compounds, 1.2% hits | Potency, µM (doses to about 114 µM), inactives show top-dose activity change, negative = inhibition, hits mostly inhibitors | recombinant Pol eta, fluorescent DNA replication assay; also: potency is read from the fitted curve at half-maximal effect; % is scaled to controls: 0 for no effect and ±100 for the full control effect
#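 Pol eta (10 nM) was preincubated with compounds for 15 min at room temperature, after which fluorescent replication substrate (50 nM final) was added to start the reaction. Fluorescence was read kinetically at 0 and 10 min.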
# G9a block = G9a (human) methyltransferase inhibition. Q96KQ7. G9a H3K9 monomethylation, AlphaScreen, 2 h. Potency, µM (highest dose often 102 µM), without a hit: at the highest dose activity, negative = inhibition, most hits filed as inhibitors. 350,000 compounds, 8.8% hits; also: potency is read from the fitted curve at half-maximal effect; % is scaled to controls: 0 for no effect and ±100 for the full control effect; nearly all actives have a fitted effect of over 75% in size
#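 G9a (20 nM) was preincubated 15 min with compound, then reacted 2 h at room temperature with 500 nM biotin-H3K9 peptide and 20 µM SAM. Monomethyl-H3K9 detected by AlphaScreen using anti-H3K9me1 antibody.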
# Pin1 inhibitor = blocks the human prolyl isomerase Pin1. Pin1 FP peptide displacement, HiFluor488, 10 min. Q13526. 390,000 compounds, 0.009% hits. Potency, µM (titrated, usually from 115 µM), inactives show at the top dose activity, negative = inhibition, most hits filed as inhibitors; active = well fitted inhibition curve with a large enough effect in the polarisation, with a control signal flat, not every such curve was filed as active; inconclusive = small, poorly fitted or top-dose-only effect, or effect the other way, or a change in a side signal; inactive = no such curve, though single readings can be large or run the other way; the % refers to the polarisation; also: potency is read from the fitted curve at half-maximal effect; % is scaled to controls: 0 for no effect and ±100 for the full control effect
# Tb PGK inh = blocks T. brucei phosphoglycerate kinase; P07378; AID 602233; PGK/GAPDH coupled, Kinase-Glo luminescence, 60 min; Potency, µM (top dose mostly 57.5 µM), for inactives: at the highest dose activity change, negative = inhibition, actives largely listed as inhibitors; 380,000 compounds, 0.043% hits; also: potency is read from the fitted curve at half-maximal effect; % is scaled to controls: 0 for no effect and ±100 for the full control effect; nearly all actives have a fitted effect of over 60% in size
#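 Luminescent ATP detection (Kinase-Glo Plus) follows a 60-minute room-temperature incubation, with wells lacking PGK as controls. Buffer: 100 mM TEA (pH 7.6), 5 mM MgCl2, 0.01% Tween-20. Coupling enzyme GAPDH (100 nM final) supplies unstable 1,3-BPG in-well.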
# PI4K2A inh = blocks human PI4K2A kinase activity; purified PI4K2A, ADP-Glo luminescence, 1 h; hits give low values; activity change, negative = inhibition, % at 76.9 µM; Q9BTU6; AID 1346378; 420,000 compounds, 0.13% hits; in the data active = activity change below about -50%; inconclusive = mostly about -30% to -49%;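 also: -100% = wells without enzyme as full effect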
#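 In this quantitative HTS, ADP production by PI4K2A was quantified luminescently after 1 h at ambient temperature; 100 microM adenosine served as plate-quality control.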
# BAZ2B inh = BAZ2B (human) inhibition; Q9UIF8; AlphaScreen BAZ2B-H3K14Ac peptide displacement; Potency, µM (doses to about 114 µM), for the others: at the top dose activity change, negative = inhibition, most hits filed as inhibitors; 360,000 compounds, 4.4% hits; also: potency is read from the fitted curve at half-maximal effect; % is scaled to controls: 0 for no effect and ±100 for the full control effect; nearly all actives have a fitted effect of over 60% in size
#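 AlphaScreen displacement of biotin-H3(5-23)K14Ac peptide (50 nM final) from BAZ2B (50 nM final) in PBS pH 7.4, 0.01% Tween-20; complex preformed 30 min RT, then compounds (top 110 uM) 30 min RT, beads 20 min dark.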
# JMJD2A Tudor = blocks the human JMJD2A Tudor domain; 390,000 compounds, 4.4% hits; O75164; Potency, µM (top dose mostly 114 µM), without a hit: at the top dose activity change, negative = inhibition, most hits filed as inhibitors; AlphaScreen JMJD2A-Tudor / H3K4me3 peptide binding; also: potency is read from the fitted curve at half-maximal effect; % is scaled to controls: 0 for no effect and ±100 for the full control effect; nearly all actives have a fitted effect of over 50% in size
# * hit, by the source's call; i = inactive; ? = inconclusive; . = no result given; [ ] = dose if it differs, or a comment. Unless noted, calls follow the shape of the dose curve; as a rule, active = well fitted curve in the direction sought with a large enough effect; inconclusive = small, poorly fitted or top-dose-only effect, or another doubt; inactive = no such curve, though single readings can be large; an effect the other way counts as inactive or inconclusive. This is a subset, so the mix of outcomes need not match the whole.
# Fields – GLS inh	G9a block	Pin1 inhibitor	BAZ2B inh	Pol eta inh	PI4K2A inh	HP1b chromo inh	JMJD2A Tudor	Tb PGK inh
1. Cc1nc2ccccc2c(=O)n1Cc1ccc([N+](=O)[O-])cc1
 : 0%	-6%	2%	-8%	-8%	-3	15%	3%	-4%
2. Cc1ccn2cc(CC(=O)O)nc2c1
 : ?	20µM*	?	56µM*	14µM*	0	71µM*	40µM*	?
3. Cn1c(-c2ccc(F)cc2)cnc1SCC(=O)N1CCCCC1
 : -5%	-8%[59 µM]	-2%	-6%	-10%	0	45%[activator]	-16%	-8%
4. COc1ccc(OC)c(NC(=O)c2cc3c(n(-c4ccc(Cl)cc4)c2=O)CC(C)(C)CC3=O)c1
 : -3%	0%[59 µM]	-2%	2%	-20%	1	13%	-6%	i
5. O=C(NCc1ccccc1Cl)C(=O)NCC1OCCN1S(=O)(=O)c1ccc(F)cc1 (stereo not given)
 : 8%	.	2%	0%	-4%	-2	15%	-12%	-5%
6. CCCCOP(=O)(OCCCC)C1(C)CC(=O)CC(C)(C)C1 (stereo not given)
 : 13%	.	1%	.	-5%	-13	8%	-12%	7%
7. CN(C(=O)CSc1nnc(N)s1)c1c(N)n(Cc2ccccc2)c(=O)[nH]c1=O
 : 7%	?	-2%	-23%	-10%	2	22%	-13%	0%
8. COc1cc(NC(=O)CCn2nc(C)cc2C)cc(OC)c1OC
 : -5%	7%[59 µM]	-8%	-15%	-20%	2	40%	-5%	0%
9. COc1cc2c(cc1OC)CN(C(=O)c1oc3ccccc3c1C)CC2
 : 1%	7%	-4%	?	-19%	1	-18%	-32%	i
10. O=C(Nc1ccccc1)c1ccc(NC2CCCCC2)c(S(=O)(=O)N2CCOCC2)c1
 : -13%	-5%	0%	?	-7%	1	13%	-22%	-10%
11. CSc1nn(CC(=O)Nc2ccccc2F)c(N)c1S(=O)(=O)c1ccccc1
 : 1%	1%[59 µM]	0%	-12%	-15%	-2	12%	-30%	9%
12. O=C(/C=C/c1ccc2c(c1)OCCO2)c1ccccc1
 : -1%	56%	-2%	-1%	-6%	0	47%[activator]	-16%	-6%
13. CCc1nccn1S(=O)(=O)c1ccc2ccccc2c1
 : 5%	?	-1%	8%	-15%	0	20%	-18%	-7%
14. CC1Oc2ccccc2N(Cc2ccccc2Cl)C1=O (stereo not given)
 : 1%	22%[59 µM]	5%	92%[activator]	-11%	0	111%	85%[activator]	-6%
15. C=C1CC(Cn2cc(Br)c(=O)[nH]c2=O)(c2ccc(-c3ccccc3)cc2)OC1=O (stereo not given)
 : 11%	.	19%	.	?	4	18%	-22%	10%
16. CC1=C(C)C(O)N(Cc2ccccc2)C1=O (stereo not given)
 : 0%	27%	-3%	-6%	4%	-3	47%[activator]	-2%	-9%
17. O=S(=O)(c1ccccc1)C(/C=N\O)/C=C/c1ccccc1 (stereo not given)
 : -28%	7.9µM*	-4%	-15%	-3%	5	-1%	?	i
18. COc1cccc(C(=O)CC(=O)C(=O)Nc2ccc([N+](=O)[O-])cc2C)c1
 : 16%	-37%	-7%	-14%	-15%	0	22%	-31%	-8%
19. O=C1CCC(C(=O)OCc2nnc(-c3ccccc3)o2)=NN1
 : 8%	13%	-2%	7%	-10%	2	15%	-11%	-1%
20. COc1ccc(C(=O)CNc2ccc(C)cc2C)cc1
 : ?	?	5%	?	-13%	-2	-8%	-14%	-9%
21. O=C(NCC1CCCO1)c1nn2c(C(F)(F)F)cc(-c3ccc(Br)o3)nc2c1Br (stereo not given)
 : 6%	50µM*	26%	2%	1%	-7	-3%	-5%	0%
22. Cc1cccc(NC(=O)c2ccccc2NC(=O)C2CCCCC2)c1C
 : -1%	15%[0.501 µM]	-6%	50µM*	12%	1	0%	-13%	.
23. CCC(C(=O)NC(C)CCc1ccco1)n1nc(C)n2c(cc3occc32)c1=O (stereo not given)
 : 15%	?	-18%	-4%	1%	-1	4%	-15%	0%
24. CCOc1ccc(NC(=O)C2CCN(S(C)(=O)=O)CC2)cc1
 : 4%	.	-15%	3%	-8%	-5	13%	-1%	-7%
25. CCC(C)(C)NC(=O)C(c1ccc(C)cc1)N(Cc1ccco1)C(=O)CCC(=O)Nc1nccs1 (stereo not given)
 : 2%	?	3%	5%	-14%	-2	14%	-4%	-3%
26. O=C(N[C@@H]1c2ccccc2CC[C@@H]1OCc1ccccc1)c1ccc(C(F)(F)F)cc1
 : -1%	.	-10%	.	-1%	0	40%[activator]	-3%	-6%
27. COc1ccc(C)cc1NC(=O)c1sc2ncnc(N3CCN(c4ccccn4)CC3)c2c1C
 : -6%	22%	-2%	-8%	-8%	5	7%	-12%	0%
28. COc1cc(Br)c(CC(=O)NC2CC2)cc1OC
 : 7%	1%	1%	0%	-14%	5	-3%	-9%	-5%
29. CCOc1ccccc1-n1nnnc1SCC(=O)Nc1cc2oc3ccccc3c2cc1OC
 : -3%	11%[12.7 µM]	-2%	9%	-3%	0	23%	-13%	-4%
30. Cc1cccc(NC(=O)N2CCCCCC2)c1C
 : 4%	.	-9%	-3%	-5%	-2	30%	-14%	7%
31. COc1ccc(CNC(=O)c2cc(-c3cccs3)nc3ccccc23)c(OC)c1
 : -2%	-35%[59 µM]	-4%	2%	-12%	-2	29%	-8%	-10%
32. COc1ccc(C2C(C#N)=C(N)Oc3c2oc(CO)cc3=O)cc1 (stereo not given)
 : -13%	?	-10%	.	-4%	6	54%[activator]	6%[11.4 µM]	-1%
33. N/C(=N\OC(=O)/C=C/c1ccccc1)c1cccnc1
 : 0%	-1%	-12%	2%	1%	-5	46%[activator]	-14%	.
34. N#Cc1ccccc1NC(=O)CSc1nnc(N)s1
 : -13%	?	1%	-2%	-9%	-4	46%[activator]	-7%	6%
35. Cc1cccc(C)c1NC(=O)CCCN1CC(C)OC(C)C1 (stereo not given)
 : -19%	-6%	5%	11%	2%	-2	49%[activator]	2%[11.4 µM]	i
36. COC(=O)Cn1c(=O)c2c(nc3n2CC(C)CN3CCc2ccccc2)n(C)c1=O (stereo not given)
 : 4%	?	-6%	-9%	-13%	2	17%	-7%	-10%
37. COCCN(CC(=O)Nc1cccc(C)c1C)C(=O)Cn1cnc2ccccc2c1=O
 : -1%	?	-3%	-1%	-17%	0	26%	-16%	0%
38. C/C(=N\S(=O)(=O)c1ccc(C)cc1)NC(=S)Nc1ccc(C)cc1
 : 10%	-16%	-1%	-29%	-8%	-3	17%	-4%	-7%
39. CC(NC(=O)c1ccc(Br)cc1)c1ccc2c(c1)CCCC2 (stereo not given)
 : -1%	-2%	25%	5%	-21%	0	31%	-10%	0%

# Arranged by molar mass (falling): some entries from above
# Fields – GLS inh	G9a block	Pin1 inhibitor	BAZ2B inh	Pol eta inh	PI4K2A inh	HP1b chromo inh	JMJD2A Tudor	Tb PGK inh
27. COc1ccc(C)cc1NC(=O)c1sc2ncnc(N3CCN(c4ccccn4)CC3)c2c1C
 : -6%	22%	-2%	-8%	-8%	5	7%	-12%	0%
36. COC(=O)Cn1c(=O)c2c(nc3n2CC(C)CN3CCc2ccccc2)n(C)c1=O (stereo not given)
 : 4%	?	-6%	-9%	-13%	2	17%	-7%	-10%
31. COc1ccc(CNC(=O)c2cc(-c3cccs3)nc3ccccc23)c(OC)c1
 : -2%	-35%[59 µM]	-4%	2%	-12%	-2	29%	-8%	-10%
38. C/C(=N\S(=O)(=O)c1ccc(C)cc1)NC(=S)Nc1ccc(C)cc1
 : 10%	-16%	-1%	-29%	-8%	-3	17%	-4%	-7%
39. CC(NC(=O)c1ccc(Br)cc1)c1ccc2c(c1)CCCC2 (stereo not given)
 : -1%	-2%	25%	5%	-21%	0	31%	-10%	0%
32. COc1ccc(C2C(C#N)=C(N)Oc3c2oc(CO)cc3=O)cc1 (stereo not given)
 : -13%	?	-10%	.	-4%	6	54%[activator]	6%[11.4 µM]	-1%
35. Cc1cccc(C)c1NC(=O)CCCN1CC(C)OC(C)C1 (stereo not given)
 : -19%	-6%	5%	11%	2%	-2	49%[activator]	2%[11.4 µM]	i
34. N#Cc1ccccc1NC(=O)CSc1nnc(N)s1
 : -13%	?	1%	-2%	-9%	-4	46%[activator]	-7%	6%
33. N/C(=N\OC(=O)/C=C/c1ccccc1)c1cccnc1
 : 0%	-1%	-12%	2%	1%	-5	46%[activator]	-14%	.
30. Cc1cccc(NC(=O)N2CCCCCC2)c1C
 : 4%	.	-9%	-3%	-5%	-2	30%	-14%	7%
